NPY-Y1 antag = NPY-Y1 receptor antagonists, primary screen, cell-based; Neuropeptide Y receptor type 1 (Homo sapiens), P25929; HEK293-CNG Y1 cells, membrane potential fluorescence; NPY at EC95, then isoproterenol; inhibition, % at 3.6 µM; actives 1% (n = 200,000); AID 1040, 2008;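 active = inhibition above the campaign mean inhibition of all tested compounds plus 3 SD, cut at about 20% in these data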;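 note: 0% = DMSO wells given NPY plus isoproterenol and 100% = isoproterenol alone without NPY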
Target sequence (P25929 whole entry, looked up): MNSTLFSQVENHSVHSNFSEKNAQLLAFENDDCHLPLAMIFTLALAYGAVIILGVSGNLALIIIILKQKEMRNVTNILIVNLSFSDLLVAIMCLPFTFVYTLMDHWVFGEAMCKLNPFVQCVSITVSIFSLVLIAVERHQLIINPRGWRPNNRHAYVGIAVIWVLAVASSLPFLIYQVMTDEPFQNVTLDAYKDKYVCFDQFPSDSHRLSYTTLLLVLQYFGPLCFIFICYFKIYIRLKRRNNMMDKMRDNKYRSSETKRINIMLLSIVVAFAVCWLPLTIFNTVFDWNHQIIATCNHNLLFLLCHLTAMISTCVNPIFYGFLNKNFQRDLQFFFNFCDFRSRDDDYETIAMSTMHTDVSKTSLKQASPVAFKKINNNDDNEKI
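Material: HEK293 cells co-expressing NPY Y1 receptor and cyclic-nucleotide gated channel. Timing: compound incubation 1 h at room temperature, readout 45 min post-stimulation. Signal: fluorescence, membrane potential probe.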
NPY-Y1 PAM-ag = NPY-Y1 receptor potentiators or agonists, primary screen, cell-based | Neuropeptide Y receptor type 1 (Homo sapiens), P25929 | NPY-Y1 expressing cells, potentiator/agonist activation | activation, % at 3.6 µM | actives 0.37% (n = 220,000); in the data active = activation above about 33%, passing the limit was not always enough;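 note: cells stimulated with NPY at EC10 then isoproterenol at EC100; 0% = low agonist plus stimulus and 100% = saturating agonist plus stimulus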
S1P4 antag = S1P4 receptor antagonists, primary screen, cell-based; inhibition, % at 4.98 µM; AID 1510, 2009; S1P4-expressing cells, antagonist mode, reporter read-out; Sphingosine 1-phosphate receptor 4 (Homo sapiens), O95977; actives 0.26% (n = 220,000); in the data active = inhibition above about 29%;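 note: 0% = wells stimulated with agonist and 100% = vehicle wells without agonist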
RBBP9 inh = human RBBP9 inhibitors, primary screen, biochemical, fluorescence polarization, FP-Rh probe, HTS | actives 0.2% (n = 220,000) | recombinant RBBP9 | Serine hydrolase RBBP9 (Homo sapiens), O75884 | AID 1515, 2009 | inhibition, % at 7.94 µM;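 active = inhibition above the campaign mean of all tested compounds plus 3 SD, cut at about 14% in these data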;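 note: plate controls were DMSO wells with RBBP9 for no effect and wells lacking RBBP9 protein for full effect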
Target sequence (O75884 whole entry, looked up): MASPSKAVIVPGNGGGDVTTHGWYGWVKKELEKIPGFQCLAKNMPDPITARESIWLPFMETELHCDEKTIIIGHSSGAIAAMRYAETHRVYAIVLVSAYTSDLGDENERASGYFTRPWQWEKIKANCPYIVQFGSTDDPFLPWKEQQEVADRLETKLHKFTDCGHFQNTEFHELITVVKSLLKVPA
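Assay system: recombinant human RBBP9; Reagent: Serine-hydrolase probe FP-Rh, 375 nM pre-mixing; Doses: 7.94 µM single dose, 0.794% DMSO; Incubation: 30 min then 45 min, 25 °C; Detection: fluorescence polarization (mP), excitation 525 nm, emission 598 nm; Evaluation: percent inhibition from mP, scaled between DMSO and no-protein wells.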
Runt-CBFb FRET = inhibitors of RUNX1 Runt–CBFb binding, primary screen, biochemical, FRET, Cerulean-Runt, Venus-CBFb, uHTS; Runt-related transcription factor 1 (Homo sapiens) + Core-binding factor subunit beta …; Cerulean-Runt/Venus-CBFb FRET ratio 530/480, 1 h; inhibition, % at 20 µM; actives 0.46% (n = 220,000); AID 1496, 2009;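 active = inhibition over about 50% at 20 µM in the single-dose screen, limit read from the data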;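 note: 0% = DMSO wells and 100% = excess unlabeled CBFb competitor control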
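Measured by: fluorescence energy transfer, 422 nm excitation, 530/480 nm emission; Assay system: Cerulean-Runt domain; Medium: Tris pH 7.5 buffer with BSA; Measure: loss of energy transfer signal; Controls: 5 µM unlabeled CBFb as full-inhibition high control; Incubation: protein complex preformed 1 h, compound exposure 1 h, room temperature, dark.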
S1P4 agonist = S1P4 receptor agonists, primary screen, cell-based. Sphingosine 1-phosphate receptor 4 (Homo sapiens), O95977. S1P4-expressing cell line, agonist reporter assay. activation, % at 4.98 µM. actives 0.35% (n = 220,000); in the data active = activation above about 11%;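 note: 0% = DMSO vehicle and 100% = reference agonist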
Ba/F3 V617F tox = reduced viability of JAK2V617F-dependent Ba/F3 cells, primary screen, JAK2V617F inhibitor project, cell-based, Ba/F3 EpoR-JAK2V617F, luminescence; ATP luminescence; inhibition, % at 5.6 µM; actives 1.1% (n = 220,000);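 active = inhibition above the campaign mean plus 3 SD over all tested compounds, cut at about 24% in these data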;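 note: cytokine-independent growth of Ba/F3 cells driven by EpoR plus mutant JAK2; 0% = DMSO-treated cells and 100% = JAK inhibitor I control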
BaF3 tox = parental Ba/F3 cell viability inhibition, counter-screen for JAK2V617F inhibitor project, murine pro-B, CellTiter-Glo luminescence; AID 1486, 2009; inhibition, % at 5.6 µM; actives 1.1% (n = 220,000); CellTiter-Glo ATP luminescence;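 active = inhibition above a per-campaign cutoff, the mean inhibition of all tested compounds plus 3 SD, cut at about 27% in these data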;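 note: 0% = DMSO wells and 100% = JAK Inhibitor I control wells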
NPY-Y2 PAM-ag = NPY-Y2 potentiators or agonists, primary screen, cell-based; Neuropeptide Y receptor type 2 (Homo sapiens), P49146; cells expressing NPY-Y2, potentiator/agonist read-out; activation, % at 3.6 µM; actives 0.45% (n = 220,000); in the data active = activation above about 27%;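 note: cells stimulated with NPY near EC25 plus isoproterenol at EC100; 0% = vehicle plus submaximal agonist and 100% = vehicle plus saturating agonist; some results beyond the cut were filed as inactive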
Target sequence (P49146 whole entry, looked up): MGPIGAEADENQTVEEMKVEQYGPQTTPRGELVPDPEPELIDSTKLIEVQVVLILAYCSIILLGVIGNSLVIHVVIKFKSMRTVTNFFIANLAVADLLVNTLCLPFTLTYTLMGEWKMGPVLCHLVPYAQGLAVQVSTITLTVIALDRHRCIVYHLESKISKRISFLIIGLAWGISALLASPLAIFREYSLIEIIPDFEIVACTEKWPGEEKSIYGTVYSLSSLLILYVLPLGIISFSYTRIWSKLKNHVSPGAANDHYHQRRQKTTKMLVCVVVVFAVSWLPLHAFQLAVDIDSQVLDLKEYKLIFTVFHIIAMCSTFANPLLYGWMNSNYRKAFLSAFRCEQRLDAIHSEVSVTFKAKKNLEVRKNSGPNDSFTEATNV
Starred values were filed as active, the others as inactive; . = not tested or not shown. Not a hit list; overall some 3.6% were active at least once.

SMILES	S1P4 antag	NPY-Y2 PAM-ag	S1P4 agonist	Ba/F3 V617F tox	BaF3 tox	Runt-CBFb FRET	RBBP9 inh	NPY-Y1 PAM-ag	NPY-Y1 antag
Cc1ccc(-c2csc(N/N=C/c3ccco3)n2)cc1	-12	-4	0.5	5	9	.	3	-4	-3
CCOc1ccccc1CSc1nc2ccccc2[nH]1	-7	-14	-0.7	-1	3	0	-7	-6	1
Cc1c(C(=O)NCc2n[nH]c(=S)n2-c2ccc(F)cc2)cccc1[N+](=O)[O-]	-5	-6	-4.3	4	3	3	-2	11	4
CC(=O)c1cccc(NC(=O)CSc2ccc(-c3ccc4c(c3)OCO4)nn2)c1	-16	1	1.9	2	4	-3	-4	-3	3
Cc1ccc(C)c(NS(=O)(=O)c2ccc3c(c2)Cc2cc(S(=O)(=O)Nc4cc(C)ccc4C)ccc2-3)c1	-5	14	-0.1	-3	4	0	-4	6	-1
CCOC(=O)c1ccc(N2CCN(c3ccc(F)cc3)CC2)c(NC(=O)Nc2cccc(OC)c2)c1	3	10	0.8	1	7	0	-7	10	-1
CCCC1=C(C(=O)OCC)C(c2sccc2C)n2ncnc2N1 (configuration not stated)	-1	20	-0.2	-5	4	2	13	10	.
CCOc1ccc2nc(Cl)c(C3CC(c4ccco4)=NN3S(C)(=O)=O)cc2c1 (configuration not stated)	4	6	-0.7	0	1	6	-12	2	.
O=[N+]([O-])c1cccc(-c2cn3nc(-c4ccccc4)c(-c4ccccc4)nc3n2)c1	-1	3	-0.8	-2	2	0	-16	21	.
O=C1C2CC=CCC2C(=O)N1c1ccc(NCCc2ccccc2F)c([N+](=O)[O-])c1 (configuration not stated)	3	8	-1.4	-7	2	-3	6	-5	2
Cc1cccc(NC(NC(=O)c2cccnc2)C(Cl)(Cl)Cl)c1 (configuration not stated)	-7	-2	3.0	-1	4	1	1	39	4
O=C(c1nc2ccccc2[nH]1)c1ccccc1[N+](=O)[O-]	-5	-5	-1.1	1	0	-1	-7	8	.

SMILES	S1P4 antag	NPY-Y2 PAM-ag	S1P4 agonist	Ba/F3 V617F tox	BaF3 tox	Runt-CBFb FRET	RBBP9 inh	NPY-Y1 PAM-ag	NPY-Y1 antag
O=C(O)Cc1csc(Nc2cccc(Cl)c2)n1	-13	-3	1.2	-2	6	-2	-6	-10	2
CC1=NN(C(C)C)C(=O)C1	-12	2	-2.0	1	7	8	-8	-6	-2
Oc1ccccc1OCCOc1ccccc1OCCOc1ccccc1O	1	-27	-1.2	26*	22	-2	-5	6	.
CCOC(=O)c1cccc(NC(=O)C2CCCN(S(=O)(=O)c3cnc[nH]3)C2)c1 (configuration not stated)	-20	7	-0.9	5	1	1	-14	-9	1
CC1(C)Cc2nc3sc4c(=O)n(CC(N)=O)cnc4c3cc2CO1	-25	-10	-0.5	-6	-3	0	-1	15	6
CC(=O)c1ccc(OCC(=O)Nc2ccc3nc(C)sc3c2)cc1	-21	2	1.1	-3	-1	-1	-5	2	9
O=c1[nH]c(SCc2ccccc2)nc2[nH]ncc12	-3	-17	2.5	4	3	-3	-2	-4	6
C[C@H](O)[C@@H](C(=O)N1CCN(C(=O)OC(C)(C)C)CC1)n1cc(CCCCNC(=O)OC(C)(C)C)nn1	-1	-4	-0.3	-3	-3	-2	-6	17	1
Cc1[nH]c(=S)[nH]c(=O)c1Cc1ccc(OCC(C)C)cc1	-4	-12	2.3	1	7	0	-3	10	8
COCCOc1cc(NC(=O)c2sccc2Oc2ccc([N+](=O)[O-])cc2F)c(Cl)cc1Cl	-18	16	0.2	-4	1	-1	-7	1	-5
CCC(C)(C(=O)NC1CCCCC1)N(C(=O)C1CCC(=O)N1)c1ccc(C)cc1 (configuration not stated)	-6	8	1.4	-2	7	-2	-3	10	1
O=C(O)C1CC=CCC1C(=O)Nc1cccc([N+](=O)[O-])c1 (configuration not stated)	-4	5	-1.4	-5	-1	-3	1	8	-1

SMILES	S1P4 antag	NPY-Y2 PAM-ag	S1P4 agonist	Ba/F3 V617F tox	BaF3 tox	Runt-CBFb FRET	RBBP9 inh	NPY-Y1 PAM-ag	NPY-Y1 antag
O=C(NCCCl)Nc1cccnc1Cl	3	-2	0.7	-2	6	2	-3	2	-2
Cc1ccc(NS(=O)(=O)c2ccc(C(=O)OCC(=O)NCC3CCCO3)cc2)cc1 (configuration not stated)	-16	2	0.3	-2	7	0	-2	6	-5
Cc1ccccc1NC(=O)N1C2CCCC1CC(NC(=O)C(C)(C)C)C2 (configuration not stated)	-5	1	1.4	-3	-3	-2	-9	9	2
Cc1cccc(-c2nc3c(c(SCC(=O)N(C)C)n2)CCCC3)c1	3	4	-0.4	0	6	-6	3	0	1
N/C(=N\O)C1COc2ccccc2O1 (configuration not stated)	-7	-2	2.2	0	4	1	-3	1	7
Cc1ccc2[nH]c(=O)c(CN(Cc3cccnc3)Cc3nnnn3CCN3CCOCC3)cc2c1	3	7	0.8	-4	-1	7	-7	13	4
CCCc1cc(=O)oc2c(C)c(O)c(CN3CCCCC3)cc12	-5	21	2.9	2	12	84*	-1	-8	7
Cc1cccc(N2C(=O)/C(=C\c3ccc(C(=O)O)cc3)c3ccccc3C2=O)c1	-2	4	1.5	-2	6	1	-1	5	0
Cc1ccccc1NC(=O)CSc1nn2c(=O)c(C)nnc2s1	0	-5	0.8	4	9	2	-3	-3	-3
CN1c2ccccc2C(C)(C)C12C=Nc1c(ccc3ccccc13)O2 (configuration not stated)	-2	5	0.6	2	9	40	-5	-12	-3
Cc1cccc(S(=O)(=O)c2c(C)cc(C)nc2Cl)c1	-25	8	1.9	-1	6	0	-10	9	1
COc1ccc(-c2nc(C#N)c(N3CCN(c4ccccc4)CC3)o2)cc1	9	-8	-1.8	1	5	2	-4	-17	4

SMILES	S1P4 antag	NPY-Y2 PAM-ag	S1P4 agonist	Ba/F3 V617F tox	BaF3 tox	Runt-CBFb FRET	RBBP9 inh	NPY-Y1 PAM-ag	NPY-Y1 antag
CN(C)/C=C/C(=O)/C=C/c1ccc(Cl)cc1Cl	-22	3	1.1	1	5	0	-15	-9	2
NC(=O)c1cc2ccncc2c2ccccc12	7	-8	1.1	-6	-3	-1	-11	-9	.
COC(=O)c1cc(C(=O)Nc2cc(C)ccn2)cc([N+](=O)[O-])c1	-1	-16	2.0	-3	3	0	-12	-5	-3
COc1cccc(/C=C/C(=O)c2ccc(NS(=O)(=O)c3ccc(C)cc3)cc2)c1	3	0	-0.1	2	5	-3	-7	-7	1
Cc1cc([N+](=O)[O-])cnc1N1CCOCC1	2	-16	0.5	5	11	-1	0	-25	3
O=[N+]([O-])c1cccnc1NCc1cccs1	-17	-11	0.1	-1	3	-1	-8	-28	-1
COCCNC(=O)C1CCC(Cn2c(=S)[nH]c3ccccc3c2=O)CC1 (configuration not stated)	-4	13	-1.2	-3	0	0	-1	-22	-6
O=C(NCCN1CCOCC1)c1cccc(Cl)c1	-13	-2	-4.2	-1	2	0	-9	-18	-1
CCC(C)N(C(=O)c1csnn1)C(C(=O)NCc1ccc(F)cc1)c1ccco1 (configuration not stated)	-4	-1	0.6	-1	5	2	-2	-5	-1
COCCCNC(=O)Cn1c(=O)n(Cc2ccccc2Cl)c(=O)c2cc(OC)c(OC)cc21	0	-11	1.5	2	9	-2	-1	-3	9
Cc1ccccc1NC(=O)Nc1nnc(CC(=O)NCc2ccccc2)s1	-13	8	-0.3	-2	3	3	-4	14	1
O=C(NC(=O)N1CCN(C(c2ccccc2)c2ccccc2)CC1)c1ccccc1	-17	4	1.0	-2	-4	-2	0	15	.

SMILES	S1P4 antag	NPY-Y2 PAM-ag	S1P4 agonist	Ba/F3 V617F tox	BaF3 tox	Runt-CBFb FRET	RBBP9 inh	NPY-Y1 PAM-ag	NPY-Y1 antag
CC(C)C1C(C#N)=C(N)Oc2n[nH]c(-c3ccccc3)c21 (configuration not stated)	-13	4	1.5	-2	3	-3	-8	19	-11
Cc1ccccc1NC(=S)NCc1ccc(Cl)cc1	-19	8	-1.5	0	8	-2	-7	-14	3
CS(=O)(=O)c1cccc(C(=O)NCc2ccc(F)cc2)c1	-8	-6	2.1	1	4	3	0	-18	4
O=C(CCSc1nc(-c2ccco2)cc(C(F)(F)F)n1)NCCc1ccccc1	-10	-13	-0.1	0	2	-2	-7	-44	11
COCc1cc(=O)n2c(-c3ccccc3OC)n[nH]c2n1	2	5	-0.4	-5	3	2	5	-7	4
Cc1ccc(NC(=O)CSc2nnc(NC(=O)CN3CCOCC3)s2)cc1	2	12	2.9	0	0	8	-6	3	-2
CCOC(=O)c1sc(=S)n(CC)c1NC(=O)c1ccccc1	-14	-3	2.6	-4	-3	-1	-1	6	.
O=C1CSC(=Nc2cccc(Cl)c2Cl)N1Cc1cccnc1	-8	-3	-0.6	1	-1	0	-9	-19	.
O=C(CSc1nnc(CNC(=O)C23CC4CC(CC(C4)C2)C3)n1-c1ccccc1)Nc1ccccc1	-18	11	0.8	-3	5	-3	-7	3	-2

Bioassay records (PubChem)
